# Screening results (PubChem BioAssay)
# Pin1 inh – inhibitors of human Pin1. Q13526. 390,000 tested, 0.009% active. Potency, µM (titrated, usually from 115 µM), for the others: top-dose activity, negative = inhibition, actives largely listed as inhibitors. Pin1 FP peptide displacement, HiFluor488, 10 min. AID 504891; active = well fitted inhibition curve with a large enough effect in the polarisation, with a control signal flat, not every such curve was filed as active; inconclusive = small, poorly fitted or top-dose-only effect, or effect the other way, or a change in a side signal; inactive = no such curve, though single readings can be large or run the other way; the % refers to the polarisation; note: potency is the fitted concentration of half-maximal effect; % is set by controls: 0 for no effect and ±100 for the full control effect
# Target sequence (Q13526 whole entry, looked up): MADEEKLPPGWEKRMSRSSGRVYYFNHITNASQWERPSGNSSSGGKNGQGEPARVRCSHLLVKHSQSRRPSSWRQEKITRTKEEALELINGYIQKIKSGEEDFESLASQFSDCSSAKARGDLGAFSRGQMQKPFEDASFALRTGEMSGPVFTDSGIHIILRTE
# USP1 inh – USP1/UAF1 (human) deubiquitinase inhibition | O94782 | recombinant USP1/UAF1, Ub-Rhodamine cleavage fluorescence | Potency, µM (series often up to 57.1 µM), for the others: at the top dose activity change, negative = inhibition, hits mostly inhibitors | 390,000 tested, 0.23% active | AID 743255; note: potency is the fitted concentration of half-maximal effect; % is set by controls: 0 for no effect and ±100 for the full control effect; nearly all actives have a fitted effect of over 60% in size; inactives centre near -12
# Target sequence (O94782 whole entry, looked up): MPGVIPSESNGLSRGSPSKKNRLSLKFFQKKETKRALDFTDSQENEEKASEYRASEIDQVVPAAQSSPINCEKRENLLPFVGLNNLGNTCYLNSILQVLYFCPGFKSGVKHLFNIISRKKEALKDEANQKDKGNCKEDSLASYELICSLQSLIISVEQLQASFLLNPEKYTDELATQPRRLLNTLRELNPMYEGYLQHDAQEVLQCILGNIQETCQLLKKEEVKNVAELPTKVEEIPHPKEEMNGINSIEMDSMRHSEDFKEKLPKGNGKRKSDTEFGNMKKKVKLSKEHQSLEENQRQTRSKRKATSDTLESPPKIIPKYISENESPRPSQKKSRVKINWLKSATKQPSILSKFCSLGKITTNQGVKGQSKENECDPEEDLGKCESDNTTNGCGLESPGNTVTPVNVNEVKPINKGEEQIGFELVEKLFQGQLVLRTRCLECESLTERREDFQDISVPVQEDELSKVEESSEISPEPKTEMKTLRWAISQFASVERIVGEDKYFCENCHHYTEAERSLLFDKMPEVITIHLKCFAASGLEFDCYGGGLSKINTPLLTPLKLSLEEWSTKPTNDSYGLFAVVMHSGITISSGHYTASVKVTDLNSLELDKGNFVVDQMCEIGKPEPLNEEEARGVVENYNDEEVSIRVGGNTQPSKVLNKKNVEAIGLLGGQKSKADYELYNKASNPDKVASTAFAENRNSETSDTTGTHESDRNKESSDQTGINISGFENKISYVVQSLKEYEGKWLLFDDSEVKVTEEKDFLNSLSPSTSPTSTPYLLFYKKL
#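 USP1/UAF1 complex (1 nM) preincubated 15 min at room temperature with compound, then Ub-Rho substrate (150 nM final) added. Kinetic fluorescence at 480/540 nm over 6 reads at 60 s intervals; 50 mM HEPES pH 7.8, 0.5 mM EDTA, 0.1 mg/ml BSA, 1 mM TCEP, 0.01% Tween-20.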
# mIDH1 inhibitor – human IDH1 R132H inhibition; O75874; IDH1-R132H enzyme, NADPH consumption, diaphorase/resazurin fluorescence; Potency, µM (top dose mostly 76.6 µM), for the others: top-dose activity change, negative = inhibition, usual class: inhibitors; 390,000 tested, 0.093% active; AID 602179; note: potency is the fitted concentration of half-maximal effect; % is set by controls: 0 for no effect and ±100 for the full control effect; nearly all actives have a fitted effect of over 65% in size
#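 IDH1-R132H (0.5 ug/mL dispensed) in pH 7.5 Tris buffer was preincubated 30 min with compound, then given a substrate mix of 0.016 mM NADPH and 2 mM alpha-KG for 80 min at room temperature; remaining NADPH was read by diaphorase/resazurin fluorescence.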
# D2 antagonist – antagonists of human D2 dopamine receptor; AID 485344; inhibition, % at 10 µM; 340,000 tested, 2% active; HEK293 TREx D2 cells, calcium flux, dopamine EC80; P14416; in the data active = inhibition above about 30%; note: 0% is about no effect
#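 Calcium flux kinetic readout in an inducible HEK293 TREx D2 line plated overnight at 30 C. After 180 s compound exposure, an EC80 dopamine challenge follows with another 180 s kinetic read to detect antagonism.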
# TrxR1 substrate – rat thioredoxin reductase 1 substrate activity. O89049. purified TrxR1 substrate turnover, NADPH consumption readout. Potency, µM (doses to about 114 µM), for inactives: top-dose activity change, negative = substrate turnover. 390,000 tested, 0.01% active. AID 588456; note: potency is the fitted concentration of half-maximal effect; % is set by controls: 0 for no effect and ±100 for the full control effect; nearly all actives have a fitted effect of over 50% in size
#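 Rat TrxR1, dispensed at 90 nM, was prereduced with 400 uM NADPH (final) for 5 min at ~22 deg C, then incubated with compound 15 min before 400 uM selenite. A first-read NADPH fluorescence drop versus no-compound background flagged substrates.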
# TRHR agonist – activates the human TRH receptor. P34981. TRHR cells, calcium flux fluo-8, FDSS agonist mode. activation, % at 2 µM. 360,000 tested, 0.18% active. AID 493084; in the data active = activation above about 30%; note: 0% is about no effect
#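 TRHR-expressing cells loaded with fluo-8 calcium dye; 23 nL library compound pin-transferred, kinetic FDSS fluorescence (Ex 480/Em 530) recorded about 180 s for agonist-induced calcium release, before a 10 nM TRH EC20 addition for potentiator mode.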
# D2 ag – agonists of human D2 dopamine receptor; 340,000 tested, 0.53% active; activation, % at 2 µM; HEK293 T-REx D2 cells, calcium flux agonist mode; AID 485358;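 active = activation over 3 SD above normal in the single-dose calcium agonist read, cut at about 30% in these data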; note: 0% is about no effect
#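 Agonism scored from kinetic calcium signal (1 read/sec, 180 s) following compound pin transfer, after a 10 s baseline. Cells: HEK293 Trex line expressing inducible D2 receptor coupled to calcium, dye-loaded after overnight culture at 30 C.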
# TRHR enhancer – TRH receptor (human) allosteric enhancement; P34981; TRHR cells, fluo-8 calcium fluorescence, EC20 TRH enhancement; enhancement, % at 2 µM; 360,000 tested, 0.66% active; in the data active = enhancement above about 30%; note: 0% is about no effect
#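 TRHR-expressing cells loaded with fluo-8 calcium dye were read kinetically (ex 480/em 530) during compound addition, then stimulated with an EC20 of TRH (10 nM final). Enhancement of the Gq-mediated intracellular calcium response was scored.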
# rTrxR1 inhibitor – rat TrxR1 inhibition. O89049. recombinant rTrxR1, NADPH fluorescence consumption, selenite substrate. Potency, µM (titrated, usually from 114 µM), inactives show top-dose activity change, negative = inhibition, actives largely listed as inhibitors. 390,000 tested, 1% active. AID 588453; note: potency is the fitted concentration of half-maximal effect; % is set by controls: 0 for no effect and ±100 for the full control effect; nearly all actives have a fitted effect of over 65% in size
#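 Rat TrxR1 (90 nM in the dispensed reagent) was pre-reduced with 400 uM NADPH for 5 min at room temperature, then incubated with compound for 15 min. After 400 uM selenite was added, NADPH fluorescence (Ex 340/Em 450 nm) was followed for 8 min.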
# Starred values were filed as active, the others as inactive; ? = inconclusive; · = not tested or not shown; & = joins results of further samples; [ ] = another dose, or the depositor's remark. Unless noted, calls come from the whole dose curve; as a rule, active = well fitted inhibition curve with a large enough effect; inconclusive = small, poorly fitted or top-dose-only effect; inactive = no such curve, though single readings can be large or run the other way. The list is partial, so the mix of outcomes need not match the whole.
Molecule	Pin1 inh	USP1 inh	mIDH1 inhibitor	D2 antagonist	TrxR1 substrate	TRHR agonist	D2 ag	TRHR enhancer	rTrxR1 inhibitor
CN(c1cccc(NC(=O)CN(c2ccc(F)cc2)S(C)(=O)=O)c1)S(C)(=O)=O	-3%	-3%	-6%	12	5%[57.1 µM]	0.2	-0.9	-5	2%
CC(CC(=O)N1CCN(c2cccc(Cl)c2)CC1)S(=O)(=O)c1ccc2c(c1)NC(=O)CO2 (stereo not drawn)	5%	-9%	-12%	-10	-3%	-0.2	1.2	-2	1%
O=C(NC1CCCCCC1)C1CCN(S(=O)(=O)c2ccccc2)CC1	-2%	-8%	8%	-3	-1%	0.5	0.6	5	15%
COCc1cc(/C=N\NC(=O)COc2ccccc2)ccc1OC	0%	-10%	19%	-3	0%[57.1 µM]	-0.2	-0.9	1	4%[57.1 µM]
CCCCn1nnnc1NCc1cc(OC)c(OC)cc1OC	-3%	-9%	-1%	4	10%	-0.1	0.2	2	13%
COc1ccc(CN2[C@@H](CC(C)=O)c3cc(C(F)(F)F)ccc3S2(=O)=O)cc1	-11%	3%	3%	·	2%&-2%	·	·	·	13%&9%
CCC(CO)NCc1sccc1C (stereo not drawn)	0%	-21%	-2%	9	4%	0.0	0.5	15	27%
Cc1ccc(C)c(NC(=O)Cn2ccn(-c3ccc4c(c3)OCO4)c(=O)c2=O)c1	-2%	-16%	2%	23	-2%	-0.1	0.1	-4	0%
Cc1ccc(NC(=O)c2ncn(CCCN(C)CCc3ccccn3)n2)cc1C	-5%	-26%	-1%[38.3 µM]	·	0%	·	·	·	0%
COCC(=O)Nc1ccc(C(C)C)cc1	-6%	-21%	12%	21	13%	-0.4	-1.1	-3	16%
Cn1c(=O)c2c(nc(SCC(=O)O)n2Cc2cccc(C(F)(F)F)c2)n(C)c1=O	0%	-6%	4%	4	-6%	-0.6	0.0	3	2%[57.1 µM]
CCOc1ccc(CCNC(=O)C2CCCN(S(=O)(=O)c3c(C)n[nH]c3C)C2)cc1OCC (stereo not drawn)	-1%	-6%	2%	-8	-4%	-0.4	-0.3	13	-5%
CC1(C)CC2CC(C)(CN2C(=O)NC(=O)c2ccccc2)C1 (stereo not drawn)	11%	-21%	1%	3	4%	-0.4	-1.6	4	19%
O=C(Nc1ccc(C(=O)N2CCCC2)cc1)C1CCCCC1	0%	-6%	-1%	·	1%	·	·	·	17%
CNc1nc(SCC(=O)Nc2ccc(Cl)c(Cl)c2)nc(N2CCOCC2)n1	4%	-9%	0%	-11	4%	0.2	-0.3	-2	1%
O=C(O)c1cc(NCc2cccs2)ccc1N1CCOCC1	0%	-1%	15%	-8	-1%	-0.3	-0.8	0	-9%
CC(=O)Nc1ccc(S(=O)(=O)N(C)c2ccccc2)cc1	5%	2%	-5%	-13	2%	-0.2	-0.5	7	12%
COc1ccc(NC(=S)NCCNC(C)=O)cc1	-3%	-2%	0%	-8	3%	0.4	0.1	-6	2%
COc1ccc(CCNC(=O)C2CCN(C(=O)c3cccc(Cl)c3)CC2)cc1OC	-10%	-17%	0%	-3	7%	0.1	1.3	14	14%
CCc1ccc(C(=O)COC(=O)CNC(=O)c2ccco2)cc1	5%	-8%	4%	-7	-2%	0.1	0.9	6	8%
CCN1CCN(CC(=O)Nc2ccccc2)C(=O)C1=O	-8%	-22%	4%	7	8%	0.3	0.7	1	14%
COc1ccc(Cl)cc1NC(=O)NC1CCCCC1	-1%	-6%	5%	-8	-2%	-0.7	-1.4	32*	25%
Cc1ccc(NC(=O)CCCn2c(=O)c3cccn3c3cccnc32)c(Cl)c1	0%	-12%	-14%	·	0%	-0.3	-0.4	10	4%
CC(Oc1ccccc1F)C(=O)NNC(=O)CC(C)c1ccccc1 (stereo not drawn)	4%	4%	5%	-2	1%	-0.3	-0.5	1	14%
S=C1NC2(CCCCC2)NN1c1ccccc1	-1%	-14%	-10%	-8	2%	0.6	1.7	0	24%
Cc1ccc(NC(=O)c2nnn(-c3cc(C)cc(C)c3)c2N)cc1	2%	-10%	-3%	13	-5%	0.1	0.5	2	0%
CN(C)c1cc[n+](CC(=O)Nc2cccc([N+](=O)[O-])c2)cc1	-3%	2%	-1%	·	-9%	1.7	·	-9	-1%
Cc1cc(C)n2nc(SCC(=O)Nc3ccc(S(=O)(=O)N(C)C)cc3)nc2n1	-6%	-15%	2%	-18	5%	-0.4	0.0	1	21%
CC(=O)Nc1ccc(S(=O)(=O)N(Cc2cccnc2)Cc2cc3ccc(C)cc3[nH]c2=O)cc1	-3%	-18%	1%	-3	12%	0.0	-0.2	15	6%
CCc1nn(CC(=O)NCCCN2CCN(C)CC2)c(=O)c2cc3sccc3n12	-1%	-16%	-8%	-12	5%[57.1 µM]	0.4	0.5	-5	14%[57.1 µM]
COc1ccccc1C(=O)N1CCC(N2CCN(c3ccccc3)CC2)CC1	-6%	-7%	12%	69*	8%[57.1 µM]	0.0	78*	-8	28%[57.1 µM]
Cc1cc(-n2c(C)cc(C(=O)CCl)c2C)no1	-4%	-25%	6%	-5	6%	-0.1	0.1	2	?
COc1ccc(CN2CCNC(=O)C2CC(=O)N(C)Cc2ccccn2)cc1OC (stereo not drawn)	2%	-4%	2%	-29	11%[57.1 µM]	0.4	1.2	-3	-5%[57.1 µM]
CNC(=O)COc1ccc(Cl)c2cccnc12	2%	-7%	6%	-2	11%[57.1 µM]	1.2	0.0	5	7%[57.1 µM]
Cc1nn(C)c(Oc2ccc(Cl)cc2)c1C(=O)O	0%	-1%	3%	-13	11%[57.1 µM]	0.2	0.7	-5	10%[57.1 µM]
COc1ccc(-c2cc(=O)c3c(OC)c(OC)c(OC)c(OC)c3o2)cc1OC	?	4%	5%	-5	-4%	-0.4&-0.7	1.0	-4&1	-21%
CCCCCN(C(=O)NC(=O)Nc1ccc(C)cc1C)S(C)(=O)=O	5%	-8%	4%	1	10%[57.1 µM]	0.2	-1.9	5	21%[57.1 µM]
COC(=O)Cn1c2ccc(C)cc2c2nc(C)sc21	-1%	-23%	4%	-16	-10%	-0.7	1.3	11	10%
O=C1N[C@@H](c2ccccc2)COC(=O)[C@@H](Cc2ccc(F)cc2)CC/C=C/C[C@@H]1CC(=O)N(CCO)Cc1ccccc1	-3%	?	-6%	·	9%	·	·	·	5%
Cc1c(C)[n+](=O)c2c(n1[O-])CCC2	-2%	-9%	7%	1	12%[57.1 µM]	0.0	-0.2	2	-4%[57.1 µM]
CCOC(=O)c1csc(N/N=C2\CCCc3ccccc32)n1	1%	-17%	11%	5	-42%	2.2	-2.4	0	-5%[57.1 µM]
CCCN1C(=O)C2(c3ccccc31)c1c(oc3cc(C)c(C)cc3c1=O)C(=O)N2CCCOC (stereo not drawn)	-5%	-14%	15%	·	-3%	-0.4	0.3	14	4%
COc1ccc(/C=C/C(=O)N2CCC(c3nc4ccccc4o3)CC2)cc1	-4%	-25%	20%	·	-2%	0.0	0.1	2	17%
COc1ccc(N2CCN(C(=O)CSc3nnc4n3C(C)(C)Cc3ccccc3-4)CC2)cc1	-1%	-9%	4%	-6	1%	-1.7	-0.6	4	-2%
COCCN(C(=O)CSc1nc2nc(C)cc(C)n2n1)c1c(N)n(Cc2ccccc2)c(=O)[nH]c1=O	11%	-16%	0%	-3	-14%[57.1 µM]	0.4	0.6	-1	22%[57.1 µM]
Cc1cccc(OCCSc2nncn2C)c1	1%	-18%	4%	-3	5%[57.1 µM]	0.8	0.4	2	1%[57.1 µM]
COc1ccc(CNC(=O)CCNS(=O)(=O)c2ccc3c(c2)CCCC(=O)N3)cc1	1%	-5%	9%	·	-7%	-0.9	-0.3	-3	9%
CCN1CCN(C(=O)C2CCN(S(=O)(=O)c3ccc(Br)cc3)CC2)CC1	2%	-2%	-1%	-10	-11%	0.2	-0.6	3	-18%
CNC(=O)c1ncnnc1N(C)C(=O)NCc1ccccc1	2%	-7%	2%	-9	5%	1.0	0.4	-4	10%
Cc1ccc(CNC(=O)COc2ccc(C(=O)c3ccc(F)cc3)cc2)cc1	-2%	-25%	2%	4	4%[57.1 µM]	0.5	1.2	0	0%[57.1 µM]
Nc1ccccc1SC1CC(=O)N(c2ccc3c(c2)OCCO3)C1=O (stereo not drawn)	0%	6%	3%	6	7%[57.1 µM]	-0.2	0.0	2	11%[57.1 µM]
O=C(O)C1C2C=CC(C2)C1C(=O)OCc1ccccc1 (stereo not drawn)	-9%	-16%	6%	·	-6%	-0.3	·	4	15%[57.1 µM]
CCC(C)[C@H](NC(=O)N1CC(=O)Nc2ccccc21)C(=O)N[C@H](Cc1ccccc1)C(=O)O (stereo partly drawn)	?	-21%	3%	-24	-1%	0.2	0.6	3	13%
O=C(Cn1c(=O)n(CCCS(=O)(=O)C2CCCCC2)c(=O)c2ccccc21)Nc1ccccc1F	12%	-3%	-9%	·	-2%	-0.7	-1.0	-3	-3%

# Another view of part of the listing above.
Compound: CCN1CCN(C(=O)C2CCN(S(=O)(=O)c3ccc(Br)cc3)CC2)CC1
- Pin1 inh: 2%
- USP1 inh: -2%
- mIDH1 inhibitor: -1%
- D2 antagonist: -10
- TrxR1 substrate: -11%
- TRHR agonist: 0.2
- D2 ag: -0.6
- TRHR enhancer: 3
- rTrxR1 inhibitor: -18%
Compound: CNC(=O)c1ncnnc1N(C)C(=O)NCc1ccccc1
- Pin1 inh: 2%
- USP1 inh: -7%
- mIDH1 inhibitor: 2%
- D2 antagonist: -9
- TrxR1 substrate: 5%
- TRHR agonist: 1.0
- D2 ag: 0.4
- TRHR enhancer: -4
- rTrxR1 inhibitor: 10%
